Screening results (PubChem BioAssay)
MITF inh – MITF inhibitors, primary screen, biochemical, AlphaScreen, human; inhibition, % at 2.6 µM; AlphaScreen MITF homodimerization, bead proximity signal; 650,000 compounds, 0.91% hits; AID 1259374, 2018; in the data active means inhibition above about 50%;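 further: 0% = vehicle wells with protein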
GPR151 ag – activators of human GPR151, primary screen, cell-based, PathHunter beta-arrestin, luminescence | G-protein coupled receptor 151 (Homo sapiens), Q8TDV0 | PathHunter beta-arrestin GPR151 cells | activation, % at 11.2 µM | 650,000 compounds, 1% hits; in the data active means activation above about 4.9%;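 further: 0% = median of compound wells and 100% = cells with positive control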
Target sequence (Q8TDV0 whole entry, looked up): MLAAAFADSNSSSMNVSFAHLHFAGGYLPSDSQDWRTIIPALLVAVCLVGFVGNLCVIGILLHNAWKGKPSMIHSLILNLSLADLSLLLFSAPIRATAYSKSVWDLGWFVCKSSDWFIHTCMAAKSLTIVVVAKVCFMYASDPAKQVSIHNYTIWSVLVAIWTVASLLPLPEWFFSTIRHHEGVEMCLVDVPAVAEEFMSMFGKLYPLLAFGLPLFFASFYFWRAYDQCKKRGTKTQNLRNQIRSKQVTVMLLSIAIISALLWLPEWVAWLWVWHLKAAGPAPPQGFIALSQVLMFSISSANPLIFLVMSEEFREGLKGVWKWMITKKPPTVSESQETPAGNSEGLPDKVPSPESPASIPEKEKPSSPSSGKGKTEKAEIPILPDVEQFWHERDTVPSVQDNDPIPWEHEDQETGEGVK
FBW7 activator – FBW7 E3 ligase activators, primary screen, biochemical, AlphaScreen, human | AID 1259310, 2017 | F-box/WD repeat-containing protein 7 (Homo sapiens), Q969H0 | 650,000 compounds, 0.13% hits | AlphaScreen FBW7–phospho-cyclin E peptide binding, activator screen | normalized activity (activation), % at 26.1 µM; in the data active means normalized activity above about 1.9%;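 further: purified mutant Fbw7 with reduced substrate affinity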
Target sequence (Q969H0 whole entry, looked up): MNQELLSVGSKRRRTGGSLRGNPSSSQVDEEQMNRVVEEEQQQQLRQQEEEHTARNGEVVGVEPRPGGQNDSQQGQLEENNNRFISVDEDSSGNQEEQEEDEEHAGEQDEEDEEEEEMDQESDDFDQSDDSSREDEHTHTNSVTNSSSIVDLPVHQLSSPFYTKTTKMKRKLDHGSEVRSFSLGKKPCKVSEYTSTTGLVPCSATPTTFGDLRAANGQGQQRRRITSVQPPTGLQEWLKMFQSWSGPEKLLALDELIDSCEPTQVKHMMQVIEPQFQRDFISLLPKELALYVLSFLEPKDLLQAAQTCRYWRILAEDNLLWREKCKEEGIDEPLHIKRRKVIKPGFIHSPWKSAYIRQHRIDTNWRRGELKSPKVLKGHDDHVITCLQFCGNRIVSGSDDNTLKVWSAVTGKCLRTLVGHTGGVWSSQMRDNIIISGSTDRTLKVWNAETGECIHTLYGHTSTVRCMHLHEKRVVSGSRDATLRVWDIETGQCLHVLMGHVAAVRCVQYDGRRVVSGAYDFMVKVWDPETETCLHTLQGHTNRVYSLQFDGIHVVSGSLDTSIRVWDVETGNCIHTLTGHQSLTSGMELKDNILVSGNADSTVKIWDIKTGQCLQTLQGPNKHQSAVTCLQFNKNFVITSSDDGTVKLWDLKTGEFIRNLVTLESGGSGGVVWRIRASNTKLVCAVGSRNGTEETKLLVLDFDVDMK
TEAD-YAP block – TEAD-YAP interaction inhibition, primary screen, TEAD-YAP interaction inhibitor project, luminescence, HEK-TIYL cells; TEAD-Gal4/YAP UAS-luciferase luminescence; inhibition, % at 9.12 µM; 640,000 compounds, 1.4% hits; AID 1259422, 2018; in the data active means inhibition above about 32%;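 further: 0% = median of test compound wells and 100% = reference inhibitor wells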
Active calls of the source: *; · = no result given.

| Molecule | MITF inh | GPR151 ag | FBW7 activator | TEAD-YAP block |
| --- | --- | --- | --- | --- |
| N/C(=N\NC(=O)c1cccc(F)c1)c1cc2cc(Cl)ccc2oc1=O | 3 | -1.1 | 0.2 | -21 |
| CCCOc1ccc(/C(C)=N\NC(=O)c2nnn(-c3nonc3N)c2C)cc1OC | 2 | 0.2 | 0.0 | 2 |
| CCCOc1ccccc1C(=O)NNC(N)=S | 0 | -1.1 | -0.5 | -14 |
| COc1ccc(S(=O)(=O)Nc2ccc3c(c2)C(=O)NC3=O)cc1 | -21 | 1.6 | 0.0 | -9 |
| O=C(c1ccc(Cn2nnc3ccccc3c2=O)cc1)N1CCN(c2ccccc2)CC1 | 7 | -0.6 | 0.1 | 9 |
| CCOc1cc(/C=c2/sc3n(c2=O)C(c2ccc(OC(C)=O)cc2)C(C(=O)OC)=C(C)N=3)ccc1OC(C)=O (centres undefined) | 12 | 0.3 | 0.1 | -1 |
| C/C(=N\NC(=O)c1cc2c3ccccc3n(C)c2s1)c1ccc(OCC(N)=O)cc1 | -8 | 4.2 | 0.0 | -7 |
| COc1cc(C2NC(=O)NC(C)=C2C(=O)OC(C)C)ccc1OC(=O)c1ccco1 (centres undefined) | -4 | -0.6 | -0.1 | -5 |
| COC(=O)c1ccccc1NC(=O)c1c(NC(=O)CN2CCCCC2)sc2c1CCC2 | 1 | 0.9 | 0.0 | 10 |
| Cn1c2c(c(=O)n(C)c1=O)C(c1cc(Cl)ccc1Cl)C1=C(N2)c2ccccc2C1=O (centres undefined) | -1 | 1.1 | 0.0 | -3 |
| COc1cccc(NC(=O)CC(NCc2ccco2)C(=O)O)c1 (centres undefined) | -10 | -0.7 | -0.3 | 3 |
| COc1ccc(CN2CCc3nnc(CNC(=O)c4cc(C)oc4C)n3CC2)cc1C | 8 | -1.8 | 0.1 | 0 |
| CC(C)c1ccc(C2C(C(=O)c3ccco3)=C(O)C(=O)N2CCCN2CCOCC2)cc1 (centres undefined) | 10 | -1.0 | 0.4 | 8 |
| Cc1ccccc1OCC(=O)Nc1ccc2c(c1)CCCN2S(=O)(=O)c1ccccc1 | 2 | 0.4 | 0.0 | -1 |
| COc1ccc2ccccc2c1C1NC(=O)NC(C)=C1C(=O)OCc1ccccc1 (centres undefined) | -6 | 1.5 | -0.1 | -8 |
| CC1=C(C(=O)N2CCOCC2)C(c2c(F)cccc2Cl)NC(=O)N1 (centres undefined) | 10 | -0.8 | 0.2 | 5 |
| O=C1CCC(CCNCc2cccnc2)N1CCc1ccc(Cl)cc1 (centres undefined) | 14 | -0.1 | 0.2 | 3 |
| CC(C)CCN1C(=O)C2C(C(=O)Nc3cc(Cl)cc(Cl)c3)C3C=CC2(O3)C1C(=O)NC1CCCC(C)C1C (centres undefined) | -4 | 1.5 | -0.1 | -11 |
| CC(NCc1ccc(OCc2c(Cl)cccc2Cl)cc1)C12CC3CC(CC(C3)C1)C2 (centres undefined) | 15 | 0.1 | -0.1 | 11 |
| O=C(O)c1ccc2c(c1)C(=O)N(C1=NCCS1)C2=O | 28 | 0.0 | 0.1 | -4 |
| COc1cc(/C=N/NC(=O)c2ccccc2[N+](=O)[O-])cc(Cl)c1O | 4 | -0.5 | 0.1 | 7 |
| COC(=O)COc1ccc(S(=O)(=O)Nc2c(C)cc(C)cc2C)cc1 | -6 | 2.6 | -0.1 | 2 |
| Ic1cccc(Nc2ncnc3sccc23)c1 | 6 | 1.6 | 0.0 | -9 |
| Cc1cccc(N2CCN(S(=O)(=O)c3ccc(F)c(C(=O)Nc4ccccc4C(F)(F)F)c3)CC2)c1C | -6 | 2.7 | -0.1 | -3 |
| O=C(CCCCCn1c(=S)[nH]c2cc3c(cc2c1=O)OCO3)NCc1ccccc1 | 4 | 1.0 | 0.1 | -1 |
| COc1ccc(OC)c(-c2nc(N)sc2N=Nc2cccnc2)c1 | 1 | 1.0 | -0.3 | 13 |
| CCCCNC(=S)N/N=C/c1ccc(C)s1 | -6 | 1.2 | -0.3 | -20 |
| CC1CCCC(NC(=O)C2N(CCC3=CCCCC3)C(=O)C3C(C(=O)Nc4cc(Cl)cc(Cl)c4)C4C=CC32O4)C1C (centres undefined) | -2 | 1.8 | 0.1 | 1 |
| CCN(CC)c1nc(C)nc2sc(C(=O)NCCCOC)c(C)c12 | 4 | 0.6 | -0.1 | 6 |
| Cc1ccc(C(=O)N2N=C(c3ccc(Br)cc3)CC2(O)C(F)(F)F)o1 (centres undefined) | -1 | -0.5 | 0.0 | 3 |
| CCn1cc(C2Nc3ccccc3C(=O)N2O)c(C)n1 (centres undefined) | -21 | -0.8 | 0.0 | -29 |
| COc1ccc(CN2C(=O)CN=C2Nc2ccc(Cl)cc2)cc1 | -4 | -0.1 | -0.1 | 2 |
| Cc1cc2c(o1)c1cnn(CC(=O)N(Cc3ccncc3)C3CC3)c(=O)c1n2C(C)C | 0 | 1.7 | 0.7 | -46 |
| Fc1cccc(C2=NC3(CCCCC3)NC2=S)c1 | 11 | 0.5 | 0.0 | 1 |
| Cc1no[n+]([O-])c1COc1ccc(C=O)cc1 | -5 | -0.9 | 0.0 | 7 |
| O=C(Cn1c(=O)c2cccn2c2ccccc21)N1CCCCCC1 | -2 | -0.7 | 0.1 | -8 |
| CN(C)c1ccc(NC(=O)c2cc3ccccc3o2)cc1 | 17 | -3.7 | -0.1 | -35 |
| O=C(C1CCN(S(=O)(=O)N2CCC3(CC2)OCCO3)CC1)N1CCCCC1 | 3 | -0.1 | 0.1 | -1 |
| COc1cccc(C(=O)Nc2ccccc2I)c1 | 7 | -2.0 | 0.3 | -29 |
| CCOC(=O)Cn1nc2c(C)cc3cc(OC)ccc3n2c1=O | -7 | 0.8 | -0.1 | -8 |
| NS(=O)(=O)c1ccc(CCNC(=O)c2ccccc2)cc1 | -7 | 0.1 | -0.1 | 6 |
| CC1=NN(c2ccc(Cl)c(C(=O)O)c2)C(=O)/C1=C/c1ccc(-c2ccccc2[N+](=O)[O-])o1 | 5 | -0.7 | -0.6 | -1 |
| CC1CCCC(NC(=O)CSc2n[nH]c(N)n2)C1C (centres undefined) | -6 | -1.2 | 0.1 | 7 |
| O=C(Cn1nc(C(F)(F)F)c2c1CCC2)NCc1ccc(F)cc1 | 0 | 0.1 | 0.2 | -1 |
| COc1ccc(OC)c(C2OC3(C)OC(=N)C(C#N)(C3C)C2(C#N)C#N)c1 (centres undefined) | 4 | -0.5 | -0.1 | -3 |

Ordered by length of the SMILES (lowest first): part of the list above
| Molecule | MITF inh | GPR151 ag | FBW7 activator | TEAD-YAP block |
| --- | --- | --- | --- | --- |
| NS(=O)(=O)c1ccc(CCNC(=O)c2ccccc2)cc1 | -7 | 0.1 | -0.1 | 6 |
| O=C(C1CCN(S(=O)(=O)N2CCC3(CC2)OCCO3)CC1)N1CCCCC1 | 3 | -0.1 | 0.1 | -1 |
| Cc1cc2c(o1)c1cnn(CC(=O)N(Cc3ccncc3)C3CC3)c(=O)c1n2C(C)C | 0 | 1.7 | 0.7 | -46 |

Following part.
| Molecule | MITF inh | GPR151 ag | FBW7 activator | TEAD-YAP block |
| --- | --- | --- | --- | --- |
| CCN(Cc1ccccc1)C(=O)CSc1nc2n[nH]c(C)c2c(=N)n1-c1ccc(OC)cc1 | -9 | -0.1 | -0.2 | -4 |
| COc1cc(NS(=O)(=O)c2ccc(Cl)cc2)c(OC)cc1Br | 21 | 0.1 | -0.1 | 34* |
| CCN(Cc1cnn(C)c1)c1nc2nonc2nc1NC1CCCC1 | 6 | -0.6 | 0.2 | -2 |
| CCOC(=O)C1=C(C)N=c2s/c(=C\c3cc(Br)c(OC)c(OC)c3)c(=O)n2C1c1ccc(OC)cc1 (centres undefined) | -3 | -1.1 | 0.1 | 0 |
| CCN1CCCc2cc(CN3CCc4nc(C)[nH]c(=O)c4C3)ccc21 | 12 | 0.3 | -0.1 | 8 |
| COCCNC(=O)c1cnn2c(C(F)(F)F)cc(-c3ccco3)nc12 | 1 | 1.5 | 0.0 | 3 |
| CCCCCC(=O)CC[C@H]1[C@H](O)CC(=O)[C@@H]1CCCCCCC(=O)O | 2 | -0.3 | · | · |
| COC(=O)CN(c1ccccc1)S(=O)(=O)c1cc(Br)ccc1OC | -11 | 3.5 | 0.5 | -1 |
| CN(C)CCNC(=O)COc1ccc(Cl)cc1Cl | 16 | -1.8 | 0.1 | 3 |
| CC(=O)Nc1nc(-c2ccccc2)c(-c2ccccc2)o1 | -17 | 0.3 | -0.1 | 13 |
| Cc1ccnc(SCc2cc(=O)c(OC(=O)c3ccc(Br)o3)co2)n1 | -6 | 1.9 | -0.1 | 0 |
| COc1ccc(CN2CCN(C(=O)c3ccc(S(=O)(=O)c4ccc(F)cc4)c([N+](=O)[O-])c3)CC2)c(OC)c1OC | -11 | -0.5 | 0.3 | 43* |
| COc1ccccc1N1CCN(C(=O)CSc2nc(NCc3ccc(Cl)cc3)c3ccccc3n2)CC1 | 15 | -1.8 | 0.3 | -3 |
| CCCCN1C(=O)C(O)(CC(=O)c2ccncc2)c2cc(Br)ccc21 (centres undefined) | 2 | 1.9 | -0.1 | 15 |
| CCOc1ccc(-c2csc(NC(=O)CCCOc3ccccc3C)n2)cc1 | -21 | -0.3 | 0.2 | 3 |
| c1ccc2c(c1)OCC(CSc1nc3ccccc3[nH]1)O2 (centres undefined) | 2 | -0.7 | -0.1 | -33 |
| CCOc1ccc(Cn2c(=S)[nH]c3c2c(=O)n(C)c(=O)n3C)cc1OCC | -15 | 1.0 | 0.0 | -8 |
| O=C1C2C3CC(C(Br)C3Br)C2C(=O)N1c1ccc(O)cc1 (centres undefined) | 0 | 1.4 | 0.7 | -1 |
| CCCCOc1ccc(C(=O)Nc2sc3c(c2C(N)=O)CCCC3)cc1 | -20 | 0.5 | 0.0 | -11 |
| CCOC(=O)c1ccc(CN(CCc2ccc(OC)c(OC)c2)S(=O)(=O)c2ccc(Br)cc2)cc1 | -1 | -0.9 | -0.1 | -6 |
| CC12CCC(c3nnc(SCC(=O)N4CCCC4)nc31)C2(C)C (centres undefined) | -9 | -0.3 | 0.0 | 3 |
| OC[C@H]1NC[C@H](O)[C@@H](O)[C@@H]1O | 5 | -0.6 | 0.4 | · |
| Cc1ccc(NC(=O)Cn2nnc(-c3ccccc3NC(=O)c3ccccc3F)n2)cc1 | 7 | 0.5 | 0.0 | -6 |
| NCCNc1c2c(nc3cc(-c4ccc(F)cc4)nn13)CCC2 | 1 | 2.7 | -0.3 | 25 |
| CC(C)(C)C(=O)N1CCC(C(=O)c2nccs2)CC1 | -2 | 0.1 | 0.0 | 2 |
| CC1(c2ccccc2)CC(C)(C)N(C(=O)COc2ccc(Cl)cc2)c2ccccc21 (centres undefined) | -3 | 1.5 | -0.1 | -14 |
| COC(=O)[C@@H](NC(=O)C1CCN(c2nc(C)c3ccc(OC)cc3n2)CC1)C(C)C | -7 | -1.9 | -0.1 | -8 |
| C=CCOc1ccc(/C=N/NC(=O)CSc2ncccn2)cc1OC | 7 | 1.1 | 1.1 | -18 |
| Cc1ccc(NC(=O)C2CCCO2)c([N+](=O)[O-])c1 (centres undefined) | 6 | 1.4 | -0.2 | -13 |
| Cc1cn2c3c(=O)n(C)c(=O)n(C)c3nc2n1CCNc1ccccc1 | 9 | 0.1 | -0.5 | 7 |

4 compounds from above, reduced to FBW7 activator.
| SMILES | FBW7 activator |
| --- | --- |
| COC(=O)COc1ccc(S(=O)(=O)Nc2c(C)cc(C)cc2C)cc1 | -0.1 |
| Ic1cccc(Nc2ncnc3sccc23)c1 | 0.0 |
| Cc1cccc(N2CCN(S(=O)(=O)c3ccc(F)c(C(=O)Nc4ccccc4C(F)(F)F)c3)CC2)c1C | -0.1 |
| O=C(CCCCCn1c(=S)[nH]c2cc3c(cc2c1=O)OCO3)NCc1ccccc1 | 0.1 |

(more compounds)
| Molecule | MITF inh | GPR151 ag | FBW7 activator | TEAD-YAP block |
| --- | --- | --- | --- | --- |
| Nc1nccc(-c2ccc3nc(C4COc5c(F)cccc5C4)[nH]c3c2)n1 (centres undefined) | 0 | 0.9 | 0.0 | -11 |
| O=C(NCCOc1ccccc1)c1cnc(NCc2ccc3c(c2)OCO3)s1 | 18 | -1.8 | 0.4 | -32 |
| Cc1nc2c(-c3ccc(F)cc3)c(C)nn2c(C)c1CCC(=O)N1CCCCC1 | 11 | 1.7 | 0.0 | -2 |
| COc1ccc(C(=O)Nc2nn3c(COc4ccc(C)cc4)nnc3s2)cc1OC | 13 | -0.2 | 0.6 | 4 |
| Nc1nc(NCCCN2CCCC2=O)cc(Nc2ccc(N3CCOCC3)cc2)n1 | 15 | 4.7 | -0.1 | -7 |
| COCCNC(=O)C(=O)NCC(c1cccnc1)N1CCN(c2ccccc2)CC1 (centres undefined) | 2 | 0.9 | 0.0 | -4 |
| O=C(Nc1cc(C(F)(F)F)ccc1Oc1ccc(F)cc1)c1ccco1 | -3 | 2.0 | -0.1 | -4 |
| COc1ccc(CNC(=O)CCC(=O)Nc2nnc(C(F)(F)F)s2)cc1 | 9 | -1.2 | 0.0 | 2 |
| Cc1cc(=O)nc2c3ccccc3n(CC(=O)NCCCN(C)C3CCCCC3)n12 | 2 | -0.5 | 0.0 | 3 |
| O=C(Cc1ccccc1)NCC(=O)Nc1ccc(OCc2ccccc2)cc1 | -11 | -0.3 | 0.1 | 3 |
| COc1ccc(C)cc1NC(=O)NN1CCOCC1 | -6 | -0.3 | -0.1 | -6 |
